T cell modulator – T cell immune modulation candidate; 2C CD8+ T cell-vesicle binding, flow cytometry; hits give low values; calls only at 7 µM; actives 0.068% (n = 330,000); AID 2052;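 active means response, share of CD8 T cells binding vesicles, and their 90th percentile fluorescence all below set limits, cut at about 80% in these data, passing the limit was not always enough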
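Material: 2C TCR transgenic mouse naive CD8+ T cells, MACS-purified. Also added: QL9-charged Drosophila Ld/ICAM-1/B7-1 vesicles. Timing: binding 1.5 h at 37 °C. Measured by: high-throughput flow cytometry with anti-B7-1 and anti-CD8 staining. Read-out: percent CD8+ FL2 mean versus row control. Controls: Unloaded micro-vesicles (low), QL9 vesicles with 0.7% DMSO (high).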
MgcRacGAP inhibition – MgcRacGAP GTPase-activating activity inhibitors, confirmation, biochemical, ADP Hunter fluorescence | MgcRacGAP-stimulated Rac1 GTP hydrolysis, ADP Hunter fluorescence; higher % means a stronger effect; GST-tagged Rac1 F28L mutant substrate | inhibition, % at 30 µM, or IC50 in µM where a hit was titrated | actives 0.6% (n = 340,000) | AID 624330;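 active means first-screen hits whose inhibition reached a set limit at any dose in the follow-up dose series; inconclusive means inhibition above the set first-screen limit but never retested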;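 further: fluorescence reports GDP produced by GAP-driven GTP hydrolysis; strong numbers were not always called active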
Hep lipid drop – modulators of hepatic lipid droplet formation; inhibition, % at 6.5 µM; actives 0.4% (n = 240,000); AID 1656; AML12 mouse hepatocytes, oleate lipid droplets, BODIPY imaging;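 active means lipid droplet intensity inhibited by at least 50%, with more than 500 cells counted; inconclusive means wells with under 300 cells, treated as cytotoxic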
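Assay system: AML12 mouse liver cells | Compound: 6.5 µM single-point dosing | Schedule: Overnight exposure | Technique: Fluorescence imaging, 20x objective, two fields per well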
LYP phosphatase – inhibitors of LYP phosphatase, biochemical, fluorescence intensity, uHTS (AID 1779). recombinant LYP phosphatase, fluorescence intensity; higher % means a stronger effect. actives 0.054% (n = 290,000). inhibition, % at 11.5 µM, or IC50 in µM where a hit was titrated; in the data active means inhibition above about 50%;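 further: plate controls were vehicle with enzyme for no effect and no enzyme for full effect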
NTR1 ag – NTR1-driven beta-arrestin-GFP spot formation – imaging, U2OS cells, high content, primary screen (AID 493036); P30989; agonist mode; activation, % at 20 µM; actives 0.17% (n = 330,000);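 active means activation at or above 40% of the spot to cytoplasm intensity ratio, with at least 20 cells analyzed; inconclusive means wells under 20 cells, flagged as cytotoxic or low count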;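 further: 0% = DMSO without peptide and 100% = 100 nM NTR1 peptide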
Target sequence (P30989 whole entry, looked up): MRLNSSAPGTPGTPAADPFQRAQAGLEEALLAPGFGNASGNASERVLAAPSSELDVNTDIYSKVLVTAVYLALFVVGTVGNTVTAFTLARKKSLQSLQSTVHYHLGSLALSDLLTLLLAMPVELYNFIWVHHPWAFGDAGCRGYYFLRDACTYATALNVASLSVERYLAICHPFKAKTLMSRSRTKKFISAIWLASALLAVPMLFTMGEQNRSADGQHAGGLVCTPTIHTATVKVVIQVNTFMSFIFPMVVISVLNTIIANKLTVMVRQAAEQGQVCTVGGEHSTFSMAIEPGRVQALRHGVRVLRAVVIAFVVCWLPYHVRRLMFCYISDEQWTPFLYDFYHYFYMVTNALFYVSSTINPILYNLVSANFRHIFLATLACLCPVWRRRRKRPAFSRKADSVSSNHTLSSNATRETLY
GPR35 antagonists – inhibition of zaprinast-stimulated GPR35 beta-arrestin translocation – imaging, U2OS, beta-arrestin-GFP, zaprinast agonist, primary screen (AID 2058); U2OS GPR35 beta-arrestin-GFP translocation imaging, zaprinast antagonism; higher % means a stronger effect; one-dose inhibition, % at 10 µM; IC50 in µM for titrated hits; actives 0.052% (n = 290,000);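 active means inhibition of at least 50% with at least 30 cells and total cytoplasm GFP at most 10,000,000; inconclusive means under 30 cells or total GFP of 10,000,000 plus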
GPR55 beta-arrestin – selective activators of receptor GPR55 – imaging, U2OS cells, beta-arrestin-GFP redistribution, primary screen (AID 1961). actives 0.048% (n = 290,000). activation, % at 10 µM; hits with a dose series show EC50 in µM. U2OS GPR55 beta-arrestin-GFP redistribution imaging; higher % means a stronger effect;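 active means activation above 40% with more than 50 cells counted in the well; inconclusive means wells holding fewer than 50 cells, flagged as toxic or sparse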;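 further: U2OS osteosarcoma cells stably expressing GPR55 and beta-arrestin-GFP; plate controls were DMSO negative control for no effect and LPI positive control for full effect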
GPR55 antagonists – GPR55 antagonists blocking LPI-driven arrestin recruitment, primary screen, imaging, U2OS, beta-arrestin-GFP, LPI agonist (AID 2013); U2OS GPR55 beta-arrestin-GFP translocation imaging, LPI antagonism; higher % means a stronger effect; inhibition, % at 10 µM, or IC50 in µM where a hit was titrated; actives 0.13% (n = 290,000);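 active means spots per cell inhibited over 60%, with over 100 cells counted and total cytoplasm intensity under 500,000; inconclusive means wells with under 100 cells, flagged as likely toxic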;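 further: U2OS cells stably carrying GPR55 and arrestin-GFP stimulated by 5 µM LPI near EC80; imaged beta-arrestin-GFP aggregate spots per cell after agonist stimulation; plate controls were LPI-stimulated DMSO wells for no effect and DMSO wells without LPI for full effect; some results filed as inactive read as strong as hits; confirmed hits need IC50 under 10 µM and bright autofluorescent wells are also inconclusive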
Large T inhibition – SV40 large T antigen inhibitors, biochemical (AID 1903). SV40 large T antigen ATPase/helicase inhibition assay; higher % means a stronger effect. inhibition, % at 20 µM, or IC50 in µM where a hit was titrated. actives 0.39% (n = 310,000); in the data active means a potency from the dose series; inconclusive means inhibition mostly from about 32% at the one dose, without a potency; inactive means the rest, 99 in 100 with inhibition below about 32%; further: strong numbers were not always called active
Hep lipid drop cells 6.5 µM – second read-out of Hep lipid drop, no call of its own (marks repeat the call); cell count; measured here: cell count, cytotoxicity flag;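 cells counted across two imaged fields per well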
T cell modulator vesicle-bound % – second read-out of T cell modulator, no call of its own (marks repeat the call); double positive events, %; measured here: CD8+ vesicle-bound cell fraction;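 binding gate set so that unloaded-vesicle control wells show 10% double positive cells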
NTR1 ag cell count 20 µM – second read-out of NTR1 ag, no call of its own (marks repeat the call); cell count; measured here: cell count, cytotoxicity flag
An asterisk follows results filed as active; i = inactive; ? = inconclusive; · = not tested or not shown.

Structure | T cell modulator | T cell modulator vesicle-bound % | MgcRacGAP inhibition | Hep lipid drop | Hep lipid drop cells 6.5 µM | LYP phosphatase | NTR1 ag | NTR1 ag cell count 20 µM | GPR35 antagonists | GPR55 beta-arrestin | GPR55 antagonists | Large T inhibition
COc1ccc2cc1Oc1ccc(cc1)C[C@H]1c3cc(c(OC)cc3CCN1C)Oc1c(OC)c(OC)cc3c1[C@H](C2)N(C)CC3 | i | 45 | 2% | 42 | 715 | -3% | 3.7 | 51 | -6% | 0.6% | 9% | 4%
CCOc1ccc(NC(=O)C2CCN(C(=O)NC3CCCCC3)CC2)cc1 | i | 28 | -11% | -6 | 758 | 4% | 0.8 | 96 | -9% | 0.1% | -8% | 7%
O=C(NCCN1CCNC1=O)C1CCC(=O)N(Cc2cccc(C(F)(F)F)c2)C1 (centres undefined) | i | 8 | 5% | -4 | 757 | -10% | 1.1 | 67 | -9% | 0.3% | -11% | -4%
CN(C)CCNC(=O)C(c1ccccc1)c1ccccc1 | i | 56 | 1% | -5 | 718 | -6% | -0.2 | 48 | 10% | 0.3% | 15% | 7%
CC1CCN(C(=O)CSc2nnc(Cc3ccccc3)o2)CC1 | i | 28 | 0% | -2 | 619 | -7% | 1.1 | 57 | -3% | -0.2% | -5% | 14%
CCCNC(=O)CSC1=N/C(=C/c2ccc(F)cc2)C(=O)N1CC | i | 59 | -5% | -11 | 667 | 3% | 1.0 | 82 | 7% | -0.2% | 4% | 6%
CC(C)CN1C(=O)c2ccc(C(=O)NCc3ccc4c(c3)OCO4)cc2C1=O | i | 29 | 10% | 5 | 762 | -6% | -2.0 | 85 | -4% | 0.3% | 40% | 5%
Cc1cc(C(=O)N2CCN(S(=O)(=O)c3ccccc3)CC2)c(C)o1 | i | 10 | 1% | -19 | 623 | -7% | -0.8 | 54 | 3% | -0.2% | -6% | 23%
Cc1cccc(C(=O)Nc2cccc(Br)c2)c1[N+](=O)[O-] | i | 59 | 12% | 12 | 735 | -5% | -0.9 | 89 | 3% | 0.8% | -2% | 11%
COc1ccc(Cn2c(=O)[nH]c3cc(C(=O)N4CCN(c5ccccc5OC)CC4)ccc3c2=O)cc1 | i | 27 | 2% | 3 | 759 | -1% | 2.5 | 47 | -10% | -0.1% | -14% | 3%
COc1ccc(OC)c(NC(=O)CCS(=O)(=O)c2cc3c(cc2C)NC(=O)CO3)c1 | i | 12 | -2% | 3 | 674 | -6% | 2.1 | 61 | 10% | -0.3% | 2% | 9%
O=C(CSc1nc2ccccc2o1)NCc1ccco1 | i | 44 | 9% | · | · | -4% | -0.4 | 51 | 8% | 0.2% | -2% | -4%
CNC(=O)C1CCN(S(=O)(=O)c2c(C)noc2/C=C/N(C)C)CC1 | i | 10 | 9% | 14 | 720 | -7% | -1.3 | 71 | -1% | -0.2% | 6% | 4%
COC(C(=O)Nc1c(F)cccc1F)c1ccccc1 (centres undefined) | i | 26 | -12% | 18 | 599 | 0% | 2.6 | 44 | -7% | 0.1% | 10% | 20%
COc1ccccc1NC(=O)CSc1nnc(C)n1CC1CCCO1 (centres undefined) | i | 24 | -9% | 6 | 653 | -3% | -1.2 | 37 | 1% | -0.2% | -6% | -2%
O=C1OC(c2ccc(Cl)cc2)=N/C1=C\c1cccnc1 | i | 36 | 8% | · | · | -11% | -0.3 | 41 | 0% | -0.1% | · | 2%
CCOc1cc(NC(=S)NCCCN2CCOCC2)c(OCC)cc1NC(=O)c1ccc(C)cc1 | i | 15 | 10% | -24 | 661 | -3% | 2.8 | 37 | -6% | -0.1% | 0% | -11%
CC(Oc1ccccc1)C(=O)N=C1SC2CS(=O)(=O)CC2N1c1ccc(F)cc1 (centres undefined) | i | 26 | 7% | 1 | 660 | -11% | 0.5 | 55 | -1% | -0.1% | 2% | 24%
Cc1c(/C=N/NC(=O)C(NC(=O)c2ccc3c(c2)OCO3)C(C)C)c2ccccc2n1C (centres undefined) | i | 45 | -8% | 10 | 647 | 1% | -1.0 | 47 | 1% | -0.3% | 4% | 6%
CC(C)(SC(=S)N1CCCCCC1)C(=O)O | i | 24 | 8% | -3 | 701 | -10% | 1.0 | 87 | 1% | -0.1% | 13% | 15%

(cont.)
Structure | T cell modulator | T cell modulator vesicle-bound % | MgcRacGAP inhibition | Hep lipid drop | Hep lipid drop cells 6.5 µM | LYP phosphatase | NTR1 ag | NTR1 ag cell count 20 µM | GPR35 antagonists | GPR55 beta-arrestin | GPR55 antagonists | Large T inhibition
COc1cc(OC)cc(C(=O)NCCC(c2ccccc2)c2ccccc2)c1 | i | 32 | 4% | -8 | 804 | -5% | 1.9 | 72 | 10% | -0.2% | 2% | 0%
CC(C)Sc1cc(N2CCCC2)nc(-c2ccc(F)cc2)n1 | i | 4 | 12% | · | · | -4% | 2.0 | 39 | 9% | 0.7% | 6% | 2%
CCc1c(C)sc(NC(=O)C2CC2c2ccccc2)c1C(N)=O (centres undefined) | i | 59 | 8% | · | · | -5% | -0.2 | 76 | -8% | -0.1% | 3% | 7%
CCOc1ccc(C(C)=O)cc1CC(C(N)=O)C(N)=O | i | 49 | 14% | 5 | 860 | -10% | 1.0 | 35 | 19% | 0.3% | 9% | 5%
CC(=O)CSc1nnc(-c2ccc(S(=O)(=O)N3CCOCC3)cc2)n1C | i | 20 | 4% | 1 | 797 | -9% | -0.2 | 57 | -2% | -0.1% | -11% | 1%
COc1cc([N+](=O)[O-])cc(CN2CCCCC2)c1O | i | 49 | 5% | · | · | -4% | 0.1 | 73 | 33% | 0.0% | 14% | 4%
O=S(=O)(Nc1cccc(-c2ccc(N3CCCCCC3)nn2)c1)c1cccc(F)c1 | i | 24 | 11% | -4 | 754 | 4% | 3.5 | 65 | 16% | 0.2% | 1% | 37%
Cc1ccc(SCCC(=O)Nc2cc(C)on2)cc1 | i | 40 | 11% | 5 | 728 | 0% | 0.9 | 57 | -8% | 0.2% | 11% | 3%
CCn1c2ccc(C)cc2c2nnc(NN)nc21 | i | 47 | 4% | 1 | 630 | -2% | 2.3 | 55 | -6% | -0.3% | -6% | 6%
COC(=O)/C(C(C)=O)=C(/C=C/C=C/N(C)C)N(C)C | i | 47 | 4% | -4 | 776 | 7% | -0.7 | 56 | 4% | -0.2% | 9% | 15%
C=C1CCN(C(C)C(=O)OC)S(=O)(=O)c2ccccc21 (centres undefined) | i | 17 | 10% | -1 | 670 | -4% | -2.6 | 95 | -10% | 0.0% | 8% | 3%
CCNC(=O)c1ccc(C23CC4CC(CC(C4)C2)C3)o1 | i | 38 | 3% | 12 | 756 | -6% | -0.4 | 46 | 0% | 0.3% | 16% | 8%
COc1ccc(CCn2c(NN=C3CCCCC3)nc3c2c(=O)[nH]c(=O)n3C)cc1 | i | 25 | 1% | -2 | 689 | -4% | 1.6 | 38 | 0% | 0.3% | -6% | ?
Cc1ccc(N(CC2CO2)S(=O)(=O)c2ccc(C)cc2)cc1 (centres undefined) | i | 29 | 0% | 11 | 688 | 0% | 0.3 | 96 | 8% | 0.3% | 12% | 21%
Cc1ccc(-n2nnnc2SCC(=O)Nc2c(C)n(C)n(-c3ccccc3)c2=O)cc1 | i | 43 | 2% | -3 | 705 | -15% | 1.7 | 51 | -10% | -0.1% | 2% | 4%
C=CCn1c(Cc2csc(N)n2)nnc1SCC(=O)Nc1ccc(C(=O)OCC)cc1 | i | 13 | 10% | -2 | 626 | -2% | 0.9 | 52 | -5% | -0.2% | 7% | 4%
COc1ccc(CC(=O)Nc2ccccc2N2CCCC2)cc1OC | i | 16 | 7% | 0 | 848 | -7% | -0.1 | 57 | 3% | 0.0% | 13% | 3%
C=CCn1c(CSc2ccccc2[N+](=O)[O-])n[nH]c1=S | i | 30 | 12% | · | · | -3% | 2.6 | 91 | -5% | -0.1% | -1% | 14%
Cc1ccc2[nH]cc(C(=O)CCl)c2c1 | i | 36 | -3% | 2 | 665 | -3% | 4.6 | 55 | -1% | 0.2% | 5% | 6%
C#CCOCCOCCOCCNc1nc(N2CCN(C(=O)C([C@@H](C)CC)n3cc(C(N)CO)nn3)CC2)nc(N2CCN(C(=O)[C@H](CCC(=O)O)n3cc(C(N)Cc4ccc(O)cc4)nn3)CC2)n1 (some centres undefined) | · | · | · | -2 | 655 | -6% | 6.6 | 88 | -4% | -0.1% | -10% | ·
Cc1ccc(NC(=O)CSCC(=O)OCc2cc(=O)oc3cc(O)ccc23)c(C)c1 | i | 39 | 8% | · | · | · | 0.4 | 57 | · | · | · | 14%

4 neighbouring records already listed, quoted:
Structure | T cell modulator | T cell modulator vesicle-bound % | MgcRacGAP inhibition | Hep lipid drop | Hep lipid drop cells 6.5 µM | LYP phosphatase | NTR1 ag | NTR1 ag cell count 20 µM | GPR35 antagonists | GPR55 beta-arrestin | GPR55 antagonists | Large T inhibition
CCn1c2ccc(C)cc2c2nnc(NN)nc21 | i | 47 | 4% | 1 | 630 | -2% | 2.3 | 55 | -6% | -0.3% | -6% | 6%
COC(=O)/C(C(C)=O)=C(/C=C/C=C/N(C)C)N(C)C | i | 47 | 4% | -4 | 776 | 7% | -0.7 | 56 | 4% | -0.2% | 9% | 15%
C=C1CCN(C(C)C(=O)OC)S(=O)(=O)c2ccccc21 (centres undefined) | i | 17 | 10% | -1 | 670 | -4% | -2.6 | 95 | -10% | 0.0% | 8% | 3%
CCNC(=O)c1ccc(C23CC4CC(CC(C4)C2)C3)o1 | i | 38 | 3% | 12 | 756 | -6% | -0.4 | 46 | 0% | 0.3% | 16% | 8%

Compound activity: PubChem, several laboratories
